Screening data as filed in PubChem BioAssay.
TAAR1 ag: human TAAR1 agonism; AID 624467; CHO RD-HGA16 TAAR1, Fluo-8 calcium fluorescence; vehicle wells 0%, saturating PEA agonist 100%; Q96RJ0; 360,000 tested, 0.99% active; activation, % at 3 µM;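 active = activation above the mean activation of all test compounds in the run plus 3 SD, cut at about 38% in these data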
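Assay system: CHO-derived RD-HGA16 cells with stable Gα16 and human TAAR1; timing: 17-24 h seeding, 75 min 37 °C dye, 30 min RT; read-out: % activation from peak over basal fluorescence ratio, DMSO-to-PEA scaled; measured by: kinetic Fluo-8 calcium fluorescence; benchmarks: low control DMSO, high control PEA (EC100); doses: 3 µM single concentration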
M5 PAM: positive allosteric modulators of human muscarinic M5 receptor; AID 624038; P08912; CHO-K1 hM5, Fluo-8 calcium, ACh EC20 PAM; 0% = ACh EC20, 100% = ACh EC100; 360,000 tested, 0.3% active; activation, % at 3 µM;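 active = activation above the run cutoff, the mean activation of all test compounds plus 3 SD, cut at about 18% in these data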
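System – CHO-K1 hM5 cells · Compound – 3 µM, single dose · Incubation – compound preincubation 140 s before EC20 acetylcholine addition · Technique – Fluo-8 calcium fluorescence · Measure – Max/basal fluorescence ratio as % of EC20–EC100 ACh window · Benchmarks – low control EC20 acetylcholine (0%), high control EC100 acetylcholine (100%) · Replication – singlicate, one well per test compound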
CHRM4 antagonist: antagonists of human muscarinic M4 receptor (CHRM4); P08173; CHO-hM4 cells, ACh EC80, Fluo-8 calcium fluorescence; inhibition, % at 3 µM; 360,000 tested, 0.73% active; AID 624125;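 active = inhibition above its plate's cutoff, the mean inhibition of sample wells plus 3 SD, cut at about 27% in these data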;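 note: 0% = acetylcholine EC80 with DMSO and 100% = DMSO without agonist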
Target sequence (P08173 whole entry, looked up): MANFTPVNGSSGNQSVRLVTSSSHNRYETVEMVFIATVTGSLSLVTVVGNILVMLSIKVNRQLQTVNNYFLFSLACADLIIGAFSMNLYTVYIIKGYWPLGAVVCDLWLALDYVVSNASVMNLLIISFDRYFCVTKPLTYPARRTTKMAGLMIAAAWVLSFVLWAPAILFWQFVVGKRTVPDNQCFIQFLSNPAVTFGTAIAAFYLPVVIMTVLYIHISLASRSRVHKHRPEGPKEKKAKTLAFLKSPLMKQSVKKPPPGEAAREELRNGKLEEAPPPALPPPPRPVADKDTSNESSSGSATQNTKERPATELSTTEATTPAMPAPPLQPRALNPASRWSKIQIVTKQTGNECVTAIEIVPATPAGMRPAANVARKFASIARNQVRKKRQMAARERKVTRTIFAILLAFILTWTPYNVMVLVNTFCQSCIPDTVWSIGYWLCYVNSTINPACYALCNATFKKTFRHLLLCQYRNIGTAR
M1 ag: agonists of human M1 muscarinic receptor; 360,000 tested, 0.33% active; P11229; activation, % at 3 µM; CHO-K1 hM1, Fluo-8 calcium fluorescence, agonist mode; 0% DMSO, 100% acetylcholine EC100;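 active = activation above the run's mean compound activation plus 3 SD, cut at about 16% in these data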;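 note: peak over basal fluorescence ratio within a 140 s kinetic read after compound addition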
Target sequence (P11229 whole entry, looked up): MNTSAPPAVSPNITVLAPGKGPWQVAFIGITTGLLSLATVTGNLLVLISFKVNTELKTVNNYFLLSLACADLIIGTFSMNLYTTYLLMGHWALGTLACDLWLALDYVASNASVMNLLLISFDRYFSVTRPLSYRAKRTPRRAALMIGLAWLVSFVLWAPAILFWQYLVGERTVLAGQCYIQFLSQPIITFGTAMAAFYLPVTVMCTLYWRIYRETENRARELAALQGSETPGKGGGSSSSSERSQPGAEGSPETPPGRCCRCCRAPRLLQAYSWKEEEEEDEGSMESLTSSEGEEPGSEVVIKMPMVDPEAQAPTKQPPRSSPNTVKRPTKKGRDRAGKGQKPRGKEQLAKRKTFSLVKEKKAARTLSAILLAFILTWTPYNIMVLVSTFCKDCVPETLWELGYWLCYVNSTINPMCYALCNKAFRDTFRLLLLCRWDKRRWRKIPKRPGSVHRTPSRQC
M5 antag: blocks acetylcholine activation of human M5 receptor | P08912 | CHO-hM5 cells, Fluo-8 calcium fluorescence, ACh EC80 | inhibition, % at 3 µM | 360,000 tested, 0.59% active | AID 624040;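 active = inhibition above a per-plate cutoff, the mean of that plate's test compounds plus 3 SD, cut at about 27% in these data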;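 note: 0% = acetylcholine EC80 with DMSO and 100% = DMSO without agonist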
CHRM5 agonist: CHRM5 agonism in calcium assay; P08912; CHO-K1 hM5 cells, Fluo-8 calcium fluorescence; 0% DMSO wells, 100% maximal acetylcholine response; activation, % at 3 µM; 360,000 tested, 0.19% active;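 active = activation above the run's mean over test compounds plus 3 SD, cut at about 23% in these data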;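 note: signal is peak over basal fluorescence ratio across the kinetic read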
CHRM4 agonist: agonists of human muscarinic M4 receptor (CHRM4). P08173. CHO-K1 hM4/Gqi5, Fluo-8 calcium fluorescence; vehicle 0%, full acetylcholine response 100%. activation, % at 3 µM. 360,000 tested, 0.14% active;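 active = activation above the run mean over all test wells plus 3 SD, cut at about 32% in these data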;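 note: peak over basal fluorescence ratio per well then scaled between controls; 0% = DMSO wells and 100% = acetylcholine at EC100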
CHRM1 PAM: potentiates human M1 receptor response to acetylcholine; P11229; CHO-K1 hM1, Fluo-8 calcium fluorescence, ACh EC20; 0% = ACh EC20, 100% = maximal ACh; activation, % at 3 µM; 360,000 tested, 0.088% active; AID 588819; in the data active = activation above about 19%, passing the limit was not always enough
CHRM1 antagonist: human CHRM1 antagonism; CHO-K1 hM1, Fluo-8 calcium fluorescence, ACh EC80 antagonist; inhibition, % at 3 µM; 360,000 tested, 1.3% active; AID 588852;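 active = percent inhibition above its own plate's cutoff, namely the mean of that plate's compound wells plus 3 SD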;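 note: peak over basal fluorescence ratio during 140 s after agonist addition; 0% = ACh EC80 plus DMSO and 100% = DMSO alone without agonist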
* marks the source's active call; other numbers are inactive results; x = not tested or not shown.

SMILES | TAAR1 ag | M5 PAM | CHRM4 antagonist | M1 ag | M5 antag | CHRM5 agonist | CHRM4 agonist | CHRM1 PAM | CHRM1 antagonist
COc1ccc(N2CCN(C(=O)Cn3nnc(-c4ccccc4N)n3)CC2)cc1 | 2 | 4 | -21 | -2 | 1 | -1 | 6 | 1 | 7
Cc1ccc(-c2csc(NCCn3c(C(F)(F)F)nc4ccccc43)n2)cc1 | 7 | -14 | -1 | -1 | 11 | -10 | 3 | -9 | 4
Cc1ccc(-c2noc(CCCC(=O)Nc3cccnc3)n2)cc1 | 5 | -11 | -6 | 1 | 1 | 5 | 9 | 2 | -7
CCc1cc2c(=O)c(-c3nc4ccccc4n3C)c(C)oc2c(CN2CCN(CCO)CC2)c1O | 6 | -4 | -5 | 0 | -4 | 5 | 0 | 10 | -39
COC(=O)c1ccccc1NC(=O)NC1CC1 | 1 | 6 | -3 | -5 | -3 | -1 | 1 | 4 | 0
O=C(O)c1cccc(N2C(=O)C3C4C=CC(C4=C(c4ccccc4)c4ccccc4)C3C2=O)c1 (stereo unspecified) | 13 | -5 | 9 | -1 | 10 | -5 | 1 | -3 | 17
O=C(COC(=O)CCc1c[nH]c2ccccc12)NCc1ccccc1 | 3 | -8 | -2 | -4 | 5 | 2 | 3 | 0 | 0
COc1cc(C2(c3ccc(O)c(OC)c3)C(=O)N(C)c3ccc(C)cc32)ccc1O | 7 | 2 | -3 | -5 | 11 | -8 | 1 | -5 | -2
COc1ccc(CNC(=O)C2CCC(CNC(=O)[C@@H]3Cc4ccccc4CN3)CC2)cc1 (stereo partly specified) | 1 | 5 | -11 | -5 | 3 | -10 | 3 | 6 | 4
O=C(CCN1C(=O)/C(=C\C=C\c2ccccc2)SC1=S)Nc1cccc(C(=O)O)c1 | 4 | -5 | 5 | -1 | 7 | -1 | 1 | 8 | -8
COC(=O)CNC(=O)COC(=O)c1cc(Cl)cc(Cl)c1N | 0 | -2 | -2 | -3 | -3 | 0 | 1 | 3 | -3
O=C(Nc1ccccc1)c1cc(C2COCCN2C(=O)c2cccs2)on1 (stereo unspecified) | 2 | 0 | -7 | -2 | -2 | 1 | 3 | 7 | -14
COc1ccc(C(C[N+](=O)[O-])c2c(-c3ccccc3)cc3ccccn23)c(OC)c1 (stereo unspecified) | 3 | 14 | 5 | -7 | -8 | 4 | 1 | -5 | 12
COc1cccc(OC)c1C(=O)NC(=O)Oc1c(F)cccc1F | 0 | 3 | -2 | -1 | -5 | -2 | 0 | 10 | -13
COCCNC(=O)/C(C#N)=C/c1c(N2CCN(C)CC2)nc2ccccn2c1=O | 2 | 0 | 5 | -8 | 9 | -2 | 1 | 7 | -11
Cc1c(OC(C)C(=O)NCCCN2CCOCC2)ccc2c3c(c(=O)oc12)CCC3 (stereo unspecified) | 1 | -3 | 6 | -11 | 1 | -3 | 2 | 4 | -6
CCCCOc1ccc(S(=O)(=O)NC(=O)C2(C)CCN2C(=O)Cc2cccs2)cc1 (stereo unspecified) | 1 | 0 | -15 | -2 | -1 | 1 | 0 | 6 | -16
COc1ccc(/C=C/C(=O)NCc2c(C)nn(C)c2C)cc1COc1ccc(Br)cc1 | 5 | -3 | 2 | -8 | 6 | -3 | 6 | 5 | -8
CCOc1ccccc1NC(=O)c1cccc(S(=O)(=O)N(Cc2ccccc2)c2ccccc2OC)c1 | 11 | 0 | -9 | -4 | -9 | -2 | 1 | 2 | -7
CCOc1ccc(N=C(/C(C(=O)C(=O)N2CCOCC2)=C(\O)c2ccccc2)c2ccccc2)cc1 | 6 | 2 | 4 | -5 | 4 | -1 | 0 | 0 | -2
Cc1ccc(SC(C)C(=O)Nc2ccncc2)cc1 (stereo unspecified) | 21 | -11 | 3 | -2 | 3 | 5 | 5 | -3 | 7
O=C(Cc1c(O)c2ccccc2oc1=O)c1ccc(C(F)(F)F)cc1 | 1 | -1 | 1 | -4 | 8 | -3 | 0 | 8 | -11
COc1cc(OC)cc(C(=O)Nc2cccc3ccccc23)c1 | -1 | -4 | 12 | -7 | 5 | 0 | 1 | 3 | 0
CCOC(=O)C(=CNc1ccccc1Cl)C(=O)OCC | 10 | 0 | -8 | -5 | 0 | -2 | -2 | 6 | -6
Nc1nc2ccccc2n1C(=O)c1ccccc1 | 5 | -8 | -3 | -5 | 12 | -2 | 2 | 7 | -4
Cc1ccc(-n2nnc3c(=O)n(Cc4cccc(C)c4)cnc32)cc1 | 1 | -3 | -7 | -2 | -4 | 1 | 1 | 11 | -14
CCOC(=O)C1=C(CNCCc2ccc(Cl)cc2)NC(=O)NC1c1cccc([N+](=O)[O-])c1 (stereo unspecified) | 4 | 10 | -11 | -5 | 2 | -5 | 0 | 8 | -13
O/N=C/c1cc(Br)ccc1OCc1ccccc1F | 3 | -6 | -3 | -1 | -2 | -1 | -2 | -10 | 2
CC(C)c1nnc(NC(=O)Cc2ccc(Br)cc2)s1 | 15 | 4 | -10 | 5 | 2 | 9 | 1 | 18 | -8
CCN(CC)c1ccc(/C=c2\sc3nc4ccccc4n3c2=O)c(O)c1 | 17 | -17 | 25 | -6 | 10 | 11 | 18 | -28 | 18
COc1ccc(NC(=O)c2cc(C(=O)Nc3ccc(OC)cc3OC)cc([N+](=O)[O-])c2)c(OC)c1 | 0 | -3 | 10 | -4 | 9 | -1 | 0 | 0 | -4
COc1ccc(NC2CCCN(C(=O)c3c(C)noc3C)C2)cc1 (stereo unspecified) | 5 | 6 | -5 | -1 | -12 | -3 | 0 | 11 | -11
O=C(Nc1ccccc1F)C(c1ccccc1)c1ccccc1 | 3 | 0 | 7 | 2 | -3 | -3 | 3 | 3 | -6
CC1=C(C(=O)NC2CCCC(C)C2C)C2(CCCCC2)OC1=O (stereo unspecified) | 0 | 2 | -8 | -8 | -4 | 1 | 1 | 3 | -7
CCC(=O)c1ccc(OCc2ccc(C(=O)c3ccccc3)cc2)cc1 | 3 | -25 | 14 | -3 | 22 | 3 | 26 | -19 | 51*
COc1cc(CNCCc2ccccc2F)ccc1OCc1ccc(Cl)nc1 | 73* | 2 | 1 | -4 | 2 | 0 | 7 | 7 | -15
COc1ccc(CN2C(=O)NC3(CCCc4ccccc43)C2=O)cc1F (stereo unspecified) | 1 | 8 | -10 | -1 | -2 | 5 | 3 | 13 | -15
COc1ccc(NC(=O)CN(C)CC(=O)Nc2cccc(F)c2)cc1S(=O)(=O)N1CCCCC1 | 6 | -1 | -6 | -2 | 0 | 0 | 5 | -6 | 2
CCN(C1CCS(=O)(=O)C1)S(=O)(=O)c1ccc2ccccc2c1 (stereo unspecified) | 2 | 0 | -11 | -2 | 6 | -1 | 2 | 18 | -25
COc1ccc(N(CC(=O)NCCc2ccccc2)C(=O)c2csnn2)cc1 | -2 | -11 | 0 | 0 | 32* | -3 | 2 | 4 | -12

Complete entries, quoted from the list. Values in the order: TAAR1 ag | M5 PAM | CHRM4 antagonist | M1 ag | M5 antag | CHRM5 agonist | CHRM4 agonist | CHRM1 PAM | CHRM1 antagonist
COc1ccc(NC(=O)c2cc(C(=O)Nc3ccc(OC)cc3OC)cc([N+](=O)[O-])c2)c(OC)c1 is entered as 0 | -3 | 10 | -4 | 9 | -1 | 0 | 0 | -4
CCN(C1CCS(=O)(=O)C1)S(=O)(=O)c1ccc2ccccc2c1 (stereo unspecified) is entered as 2 | 0 | -11 | -2 | 6 | -1 | 2 | 18 | -25
CCC(=O)c1ccc(OCc2ccc(C(=O)c3ccccc3)cc2)cc1 is entered as 3 | -25 | 14 | -3 | 22 | 3 | 26 | -19 | 51*
CC1=C(C(=O)NC2CCCC(C)C2C)C2(CCCCC2)OC1=O (stereo unspecified) is entered as 0 | 2 | -8 | -8 | -4 | 1 | 1 | 3 | -7

New compounds follow:
SMILES | TAAR1 ag | M5 PAM | CHRM4 antagonist | M1 ag | M5 antag | CHRM5 agonist | CHRM4 agonist | CHRM1 PAM | CHRM1 antagonist
CCCCCOc1ccc(CSc2n[nH]c(C)n2)cc1 | 3 | -13 | 6 | -2 | 24 | -1 | 5 | -5 | -1
CC(CCO)Nc1nc2c([nH]1)c(=O)n(C)c(=O)n2C (stereo unspecified) | 5 | -1 | 1 | -6 | 5 | 0 | 2 | 15 | -15
COc1ccc(NC(=O)C2(C)Cc3c(-c4ccc(NC(C)=O)cc4)ccnc3O2)cc1 (stereo unspecified) | 4 | -4 | 7 | -1 | 2 | 2 | 0 | 1 | 1
O=C(CSc1ccccc1C(=O)O)NC12CC3CC(CC(C3)C1)C2 | 5 | 9 | -2 | -2 | -12 | 0 | 0 | 2 | -18
COC1=C/C(=C/c2c(N)n3nc(CC(=O)N4CCCCC4)sc3nc2=O)C=CC1=O | x | 2 | -2 | 3 | 7 | 2 | 0 | 14 | -8
O=C1CCCc2nc(N3CCc4ccccc43)ncc21 | 9 | 1 | -3 | 5 | 0 | 3 | 1 | 14 | -17
S=C(NCC1CCCO1)Nc1ccccc1Cl (stereo unspecified) | 1 | 2 | 6 | -3 | -8 | 0 | 1 | -2 | -4
COc1ccc(CN2CCC(N3CC(C)OC(C)C3)CC2)c(OC)c1 (stereo unspecified) | 0 | 3 | -7 | -8 | -9 | 0 | 0 | 5 | -10
CCN(C(=O)Cc1ccc(NC2=NC3CS(=O)(=O)CC3S2)cc1)c1ccccc1 (stereo unspecified) | 4 | -3 | -2 | -3 | 0 | 11 | 0 | 16 | -25
Cc1ccc(CCN2CC(C(=O)NCc3ccco3)CC2=O)cc1 (stereo unspecified) | 0 | 2 | 4 | -2 | 0 | 1 | 1 | 7 | -7
COCCNC(=O)CCn1nc(-c2ccc(C)cc2)c2ccccc2c1=O | 2 | 2 | -13 | -6 | 4 | -5 | -1 | 6 | -10
CCC(C)[C@H](NC(=O)NCc1ccccc1)C(=O)O (stereo partly specified) | 3 | -5 | 0 | 0 | 0 | 2 | -1 | 2 | -3
COc1ccc(CN(C)C(=O)Cc2ccc(OC)c(S(=O)(=O)N3CCOCC3)c2)cc1OC | -2 | 11 | -1 | -5 | -15 | 4 | 1 | 6 | 1
CCOCCCn1c(=S)[nH]c2cc(C(=O)NCC(OC)OC)ccc2c1=O | 2 | -10 | 4 | -2 | 7 | 8 | 21 | -6 | 15
C[C@H]1COC(=O)[C@@H](CC(=O)OC(C)(C)C)C/C=C\C[C@@H](CC(=O)N(CCO)Cc2ccccc2)C(=O)N1 | 2 | -3 | 6 | 6 | 3 | 2 | 1 | 13 | 6
CSc1ccccc1NC(=O)CN(C)CC(=O)Nc1ccccc1N1CCOCC1 | 2 | -2 | -8 | -4 | 9 | 0 | 2 | 3 | -5
O=C(OCc1ccc(Br)cc1)c1cccc(-c2nnc(-c3ccccc3)o2)c1 | 0 | -3 | 5 | -7 | 5 | -2 | 1 | -6 | 8
COc1ccc(CCNc2nc(C)c(C(C)=O)s2)cc1OC | x | 2 | -5 | -2 | 6 | -3 | 0 | 11 | -6

Structures listed so far marked active in CHRM1 antagonist.
| compound | M5 PAM | CHRM4 antagonist | M1 ag | M5 antag | CHRM5 agonist | CHRM4 agonist | CHRM1 PAM | CHRM1 antagonist |
| --- | --- | --- | --- | --- | --- | --- | --- | --- |
| CCC(=O)c1ccc(OCc2ccc(C(=O)c3ccccc3)cc2)cc1 | -25 | 14 | -3 | 22 | 3 | 26 | -19 | 51* |

The list is partial; count on the stated rates, not on these rows.
